Screening results (PubChem BioAssay)
beta cell repl: MIN6 beta-cell proliferation induction | MIN6 cells proliferation, ATPlite luminescence, 48 h; cells starved in 0.2% serum; 100% = growth in 10% serum | 0.29% of 330,000 active | proliferation, % at 10 µM;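 active = compounds whose signal lies at least 3.5 SD above the mean of all wells on their plate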;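 note: 0% = DMSO-treated cells in low-serum medium and 100% = 10% serum control; some compounds called inactive have numbers as strong as hits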
SENP8 block-1: blocks the human protease SENP8 | 1.2% of 330,000 active | purified SENP8, Z-RLRGG-aminoluciferin cleavage, luminescence | AID 2540 | Q96LD8 | inhibition, % at 10 µM; in the data active = inhibition above about 50%
Target sequence (Q96LD8 whole entry, looked up): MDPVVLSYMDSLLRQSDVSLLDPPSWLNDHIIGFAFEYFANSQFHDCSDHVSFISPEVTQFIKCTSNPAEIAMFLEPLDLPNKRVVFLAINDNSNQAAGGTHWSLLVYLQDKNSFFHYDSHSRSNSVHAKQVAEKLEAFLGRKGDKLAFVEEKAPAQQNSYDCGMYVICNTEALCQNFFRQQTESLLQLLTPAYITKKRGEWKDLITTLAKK
SENP8 block-2: inhibitors of human SENP8 protease | inhibition, % at 20 µM | AID 602440 | 0.64% of 360,000 active | Q96LD8 | recombinant SENP8, Nedd8 substrate fluorescence; in the data active = inhibition mostly above about 40%, no sharp cut-off; inactive = mostly below about 27%
UBC13 inh: human UBC13 polyubiquitination inhibition; 0.47% of 330,000 active; P61088; UBC13 polyubiquitin chain formation, TR-FRET; inhibition, % at 20 µM; in the data active = inhibition above about 45%, passing the limit was not always enough
Target sequence (P61088 whole entry, looked up): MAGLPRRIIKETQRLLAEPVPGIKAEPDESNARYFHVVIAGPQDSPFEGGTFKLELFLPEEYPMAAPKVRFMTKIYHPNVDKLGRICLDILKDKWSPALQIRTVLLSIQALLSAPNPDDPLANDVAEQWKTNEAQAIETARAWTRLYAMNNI
SENP6 inh: inhibitors of human SENP6 protease; Q9GZR1; inhibition, % at 10 µM; 1.8% of 330,000 active; AID 2599; Recombinant SENP6 catalytic domain, aminoluciferin luminescence;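 active = inhibition above about 50% at the single tested dose, limit read from the data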;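 note: plate controls were DMSO wells with enzyme for no effect and DMSO wells lacking enzyme for full effect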
PfG6PD inh: PfG6PD (Plasmodium falciparum) enzyme inhibition; PfGluPho enzyme, NADPH resazurin-diaphorase fluorescence; inhibition, % at 20 µM; 0.78% of 350,000 active;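 active = inhibition reaching at least a set limit at 20 µM in the primary screen, cut at about 59% in these data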;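 note: 0% = DMSO wells with substrate and 100% = DMSO wells lacking glucose-6-phosphate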
SENP1 inh: SENP1 (human) catalytic domain inhibition. 0.21% of 360,000 active. recombinant SENP1 catalytic domain, CyPet-SUMO1-YPet FRET cleavage. inhibition, % at 10 µM. Q9P0U3;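 active = inhibition at least 30% at 10 µM, raw YFP signal under a set limit, fluorescence ratio 0.5 to 1.5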;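 note: 0% = enzyme with DMSO and 100% = no enzyme wells; some results filed as inactive read as strong as hits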
Target sequence (Q9P0U3 419-644 limits assumed): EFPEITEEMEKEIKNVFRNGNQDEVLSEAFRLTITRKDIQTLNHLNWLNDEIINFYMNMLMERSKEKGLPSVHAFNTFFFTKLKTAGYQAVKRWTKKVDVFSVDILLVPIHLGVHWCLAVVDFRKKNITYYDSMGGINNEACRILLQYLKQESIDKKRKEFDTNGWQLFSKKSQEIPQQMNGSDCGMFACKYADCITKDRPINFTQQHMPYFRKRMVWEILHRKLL
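Controls: no-enzyme wells low, DMSO-plus-enzyme wells high control. Test system: human recombinant His6-tagged SENP1 catalytic domain enzyme. Reagent: SFCypet-SUMO1-SFYpet FRET protein substrate, 25 nM final. Doses: one dose per compound, 10 µM, 0.5% DMSO. Detection: FRET, CFP and YFP emission. Timing: 50 min reaction at room temperature.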
SENP7 block: SENP7 protease inhibition. Q9BQF6. recombinant SENP7, Z-RLRGG-aminoluciferin luminescence, 40 min. inhibition, % at 5 µM. 1.5% of 330,000 active;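 active = inhibition above about 50% at the single test dose, limit read from the data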;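 note: plate controls were DMSO with enzyme for no effect and no enzyme buffer wells for full effect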
Target sequence (Q9BQF6 706-1050 limits assumed): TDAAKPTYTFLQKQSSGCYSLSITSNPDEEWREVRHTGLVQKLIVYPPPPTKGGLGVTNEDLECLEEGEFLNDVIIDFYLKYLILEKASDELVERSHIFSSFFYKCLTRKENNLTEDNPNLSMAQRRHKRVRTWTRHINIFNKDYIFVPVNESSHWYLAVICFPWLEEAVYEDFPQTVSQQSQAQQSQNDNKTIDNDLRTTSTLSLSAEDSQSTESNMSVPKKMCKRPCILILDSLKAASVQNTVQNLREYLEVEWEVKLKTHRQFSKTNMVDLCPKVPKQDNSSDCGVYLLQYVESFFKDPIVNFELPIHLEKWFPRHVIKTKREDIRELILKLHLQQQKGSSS
HKDC1 inhibitor: inhibitors of human hexokinase HKDC1 | Q2TB90 | recombinant HKDC1, G6PDH/diaphorase resazurin coupled fluorescence | AID 493160 | inhibition, % at 20 µM | 0.16% of 340,000 active;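 active = inhibition above about 35% when tested at 20 µM, limit read from the data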;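 note: plate controls were DMSO wells with enzyme for no effect and DMSO wells lacking enzyme for full effect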
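Material: recombinant HKDC1 hexokinase; Amount: HKDC1 at 5 µg/mL; Medium: Tris pH 8.0 buffer with MgCl2, Tween-20, BSA, BME; Schedule: 90 min reaction incubation at room temperature, dark; Technique: coupled resazurin fluorescence, excitation 525 nm, emission 613 nm.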
Active calls of the source: *; / = not tested or not shown.

SMILES	beta cell repl	SENP8 block-1	SENP8 block-2	UBC13 inh	SENP6 inh	PfG6PD inh	SENP1 inh	SENP7 block	HKDC1 inhibitor
Cc1cc(C)cc(C(=O)NCC(=O)N(C)CCOc2ccccc2)c1	-2	-3	5	3	-14	4	0	2	-5
O=C(CCSCc1ccccc1Cl)NC1CCCCC1	-1	-2	18	-4	-7	-4	1	5	1
Cc1cccc(NS(=O)(=O)c2cccc3cccnc23)n1	0	6	21	-1	-1	16	-3	-2	-1
O=[N+]([O-])c1ccc(Cl)c2cccnc12	-4	-13	3	-4	-8	-21	0	-6	8
Cc1ccc(N/N=C(\C#N)C(N)=S)c(C)c1	/	/	25	/	/	20	8	/	1
Cc1ccc(OCCC(=O)OCC(=O)NC2CCCC(C)C2C)cc1 (stereo not drawn)	-2	1	15	17	-2	6	1	-6	5
Cc1ccc2cc(S(=O)(=O)NCCCC(=O)O)ccc2c1	2	0	15	0	4	-48	1	1	-8
CCSc1nnc(NC(=O)C2(C)Cc3ccccc3C(=O)O2)s1 (stereo not drawn)	4	-4	10	8	-3	14	2	2	-2
O=C(COC(=O)C12CC3CC(CC(O)(C3)C1)C2)NC12CC3CC(CC(C3)C1)C2	-1	-9	-3	-9	-1	0	1	-6	-4
CCOC(=O)c1sc2nc(CSc3nc4ccccc4n3CC)[nH]c(=O)c2c1C	-4	-2	-9	-4	-10	-5	4	5	0
COc1ccc(CCC(=O)N/N=C(\C)c2ccc3c(c2)OCO3)cc1	0	0	1	-2	7	9	2	-2	8
CC(C)NC(=O)Cn1c(SCC(=O)N2CCCCCC2)nc2ccccc21	-2	2	13	15	-3	-7	0	-2	-9

Quoted at random: seven entries already listed.
SMILES	beta cell repl	SENP8 block-1	SENP8 block-2	UBC13 inh	SENP6 inh	PfG6PD inh	SENP1 inh	SENP7 block	HKDC1 inhibitor
CC(C)NC(=O)Cn1c(SCC(=O)N2CCCCCC2)nc2ccccc21	-2	2	13	15	-3	-7	0	-2	-9
Cc1cc(C)cc(C(=O)NCC(=O)N(C)CCOc2ccccc2)c1	-2	-3	5	3	-14	4	0	2	-5
O=[N+]([O-])c1ccc(Cl)c2cccnc12	-4	-13	3	-4	-8	-21	0	-6	8
Cc1ccc(N/N=C(\C#N)C(N)=S)c(C)c1	/	/	25	/	/	20	8	/	1
Cc1ccc(OCCC(=O)OCC(=O)NC2CCCC(C)C2C)cc1 (stereo not drawn)	-2	1	15	17	-2	6	1	-6	5
Cc1cccc(NS(=O)(=O)c2cccc3cccnc23)n1	0	6	21	-1	-1	16	-3	-2	-1
Cc1ccc2cc(S(=O)(=O)NCCCC(=O)O)ccc2c1	2	0	15	0	4	-48	1	1	-8

Additional results
SMILES	beta cell repl	SENP8 block-1	SENP8 block-2	UBC13 inh	SENP6 inh	PfG6PD inh	SENP1 inh	SENP7 block	HKDC1 inhibitor
CCOC(=O)C1=C(COC(=O)CNS(=O)(=O)c2ccc(C)cc2)NC(=O)NC1C (stereo not drawn)	-2	-1	10	4	-3	-3	1	-2	-8
COc1ccc(C=NNc2ccc([N+](=O)[O-])cn2)cc1	/	/	-85	/	/	1	-33	/	5
COc1ccc(S(=O)(=O)NCC(c2ccco2)N2CCOCC2)cc1 (stereo not drawn)	0	-5	25	-1	-19	-2	2	-4	0
Cc1[nH]n(-c2nc(-c3ccc(Cl)cc3)cs2)c(=O)c1N=Nc1ccc(O)cc1	-5	-8	41*	-160	-5	1	20	2	-5
O=C(OCCN1CCN(c2ncc(C(F)(F)F)cc2Cl)CC1)c1ccc(Cl)cc1	-3	2	25	-10	-5	21	0	-10	-2
Clc1ccc(CCNc2ncnc3c2nnn3Cc2ccccc2)cc1	2	2	2	1	7	-1	-2	0	-1
O=C(c1ccc([N+](=O)[O-])s1)N1CCN(c2ccc(C(F)(F)F)cn2)CC1	-3	3	25	-7	-27	4	0	10	3
CCC(CO)Oc1cc(NC(=O)c2ccccc2F)c2ncn(C(C)C)c2c1 (stereo not drawn)	0	-6	-2	18	-22	20	2	-6	25
CN1C[C@@H]2C(c3ccc(Cl)nc3)C3(c4ccc(C#N)cc4)CC2(C3)[C@H]1c1ccccc1 (stereo partly drawn)	-4	-7	-8	10	-26	11	-7	0	7
CCc1ccc(S(=O)(=O)NCc2cccnc2)cc1	-2	-2	5	-7	-9	5	-2	-9	-5
O=C(/C=C/c1ccccc1)NCCS(=O)(=O)N1CCN(c2ccccc2F)CC1	-2	-13	-6	-6	-15	-7	0	-11	0
Cc1cc(C)n2nc(SCC(N)=O)nc2n1	-3	-1	15	8	-23	-2	1	2	14
CCOC(=O)c1nonc1NC(C)=O	1	-10	9	2	-13	-8	-1	-8	-1
COc1cc2c(cc1OC)C(C(=O)Nc1ccccn1)C(c1cccnc1)N(C)C2=O (stereo not drawn)	-2	-1	14	-1	5	-6	1	2	0
CCOc1ccccc1-c1nn2c(Cc3ccccc3)nnc2s1	-2	-6	6	-2	8	5	-2	-2	20
CN(CC(=O)Nc1ccccc1Cl)C(=O)CN1C(=O)C2CC=CCC2C1=O (stereo not drawn)	1	8	11	-3	0	0	1	-3	0
COc1ccccc1Cn1c(=S)[nH]c2cc(C(=O)NCCN(C)C)ccc2c1=O	-2	0	-16	18	6	8	-1	-4	9
O=C(Nc1cc(Cl)ccc1N1CCOCC1)c1ccco1	2	5	-2	1	-4	4	0	0	-9
CCOC(=O)C(=O)Nc1ccc(Oc2ccccc2)cc1	2	-6	4	0	49	-41	0	46	13
COc1cccc(C(N)=O)c1	-4	-18	7	6	-22	7	1	-22	-4
O=C(Nc1ccc(Br)cc1Cl)NC1CC1	-2	5	7	-2	-1	12	0	2	-5
CCc1cccc(OCC(=O)Nc2ccc(S(=O)(=O)Nc3ccccn3)cc2)c1	-4	-1	-282	6	-20	-22	2	6	13
O=C(CCc1ccccc1)Nc1ccncc1	0	-5	12	3	-46	3	3	5	-11
CCOC(=O)C1=C(C)N(C)C(=O)NC1c1cccc2ccccc12 (stereo not drawn)	-2	-3	13	-6	13	0	3	-19	-1
CC1(C)C(=O)OC(/C=C\c2cccc([N+](=O)[O-])c2)C(C)(C)C1=O (stereo not drawn)	3	8	9	2	-3	4	2	2	-2
CCOc1ccccc1OCC(=O)Nc1cccc(S(=O)(=O)NC2=NCCCCC2)c1	-2	-5	1	15	-9	-9	4	5	-7
CCS(=O)(=O)N1Cc2ccccc2CC1C(=O)N(C)Cc1ccc(OC)cc1OC (stereo not drawn)	-1	-1	4	-3	-12	-3	2	5	4
COC(=O)c1ccc(OCCOc2ccc(C(=O)OC)cc2)cc1	3	6	7	4	0	6	-4	1	-2
O=C(COC(=O)c1cc2c(s1)CCCCC2)NC1CCS(=O)(=O)C1 (stereo not drawn)	1	15	1	7	0	-6	-1	-6	-5
CC1CCN(C(=O)C2CCN(CC(C)c3ccccc3)CC2)CC1 (stereo not drawn)	-2	3	26	0	-9	-17	-5	4	3
CC(=O)NC(O)C(=O)c1ccccc1 (stereo not drawn)	0	-1	14	8	-6	12	-2	4	2
CCn1nc(C)c(CN2CCN(Cc3cccc(OC)c3)C(CCO)C2)c1C (stereo not drawn)	1	-2	12	-6	-11	-14	1	2	2
CC(C)(C#N)Nc1ccccc1	-1	-3	0	3	-18	-3	1	0	-2
CSc1nnc(-c2ccc(F)cc2)o1	-1	2	6	4	-3	-16	0	17	2
NC(=O)c1ccc(NC(=O)COC(=O)CC2CC3CCC2C3)cc1 (stereo not drawn)	1	1	10	15	-8	8	4	-1	-1
CC(C)c1cccc(OCCN2CCCC2)c1	0	20	12	2	-5	-6	0	1	3
COc1ccc(OC)c(CN2CCN(C(=O)c3cccc4ccccc34)CC2)c1	-1	-2	5	2	-15	6	0	2	4
Cc1cc(SCC(=O)OCC(=O)NCc2ccc3c(c2)OCO3)c(C)cc1Br	0	-4	19	13	-18	-1	3	-4	-3
C[C@@H]1CN(S(=O)C(C)(C)C)[C@H](CCO)/C1=C\CCO (stereo partly drawn)	/	/	-3	/	/	13	1	/	-6
CCOc1ccc(NC(N)=O)cc1OCC	-4	5	12	-7	0	-7	-1	-1	-5
O=C1c2cccc3c([N+](=O)[O-])ccc(c23)C(=O)N1Cc1cccnc1	/	/	-383	/	/	49	-27	/	16
CN(CC(=O)N1CCc2ccccc21)S(=O)(=O)c1ccc(Cl)cc1	3	3	13	-1	-16	-2	-1	4	5
Cc1cc(F)ccc1S(=O)(=O)NCC1CC2CCC1C2 (stereo not drawn)	-3	3	17	2	-7	-8	2	4	2
CC(=O)OCCCN1C(=O)c2ccc(Br)cc2C1=O	-2	2	18	15	-6	5	-1	-11	-4
CCOc1cc(C(=O)Nc2cc(OC)cc(OC)c2)ccc1OCC(=O)N1CCOCC1	1	-14	12	-1	-15	0	0	1	2
CCOc1ccccc1NC(=O)CSc1nnc(CNC(=O)c2ccco2)o1	1	-3	26	7	-10	2	0	4	-4
CCOC(=O)C1=C(c2ccccc2)N=c2s/c(=C\c3ccco3)c(=O)n2C1c1cccs1 (stereo not drawn)	-2	-8	3	-18	12	17	-3	-6	2
CC(=O)c1ccc(NC(=O)C(C)OC(=O)c2ccc(NS(=O)(=O)c3ccc4[nH]c(=O)[nH]c4c3)cc2)cc1 (stereo not drawn)	/	/	18	/	/	-24	4	/	1
CN(C(=O)CSc1nc(-c2ccc(F)cc2)cs1)C1CCS(=O)(=O)C1 (stereo not drawn)	-1	-5	8	2	-5	-12	2	-7	-2
O=S(=O)(Nc1ncnc2scc(-c3ccc(F)cc3)c12)c1cc(F)ccc1F	-1	8	-90	-1	4	-13	-24	6	-1
CCOC(=O)c1ccc(NC(=O)CSc2nc3ncccc3[nH]2)cc1	0	-5	-5	5	-11	-8	-1	-1	-1
CN(C(=O)c1cccc(NC(=O)Cc2ccc(NC(=O)C3CCN(C(=O)CCc4ccccc4)CC3)cc2)c1)C1CCCCC1	/	/	8	/	/	-3	-1	/	7
Cc1ccc(S(=O)(=O)N2CCN(C(=O)CN3C(=O)c4ccccc4C3=O)CC2)c(C)c1	3	-5	9	1	1	-16	1	2	-6
Cc1ccc(S(=O)(=O)N2CCC(C(=O)OCC(=O)N(Cc3ccccc3)C(C)(C)C)CC2)cc1C	-8	-4	5	-9	-3	-2	0	8	4
CN(CC(=O)Nc1ccc(Cl)c(Cl)c1)C(=O)/C=C/c1ccc(F)cc1	0	-9	17	15	-1	1	2	0	-3
COc1ccc(C(=O)Nc2c(Cl)cc(Cl)cc2C(=O)N2CCOCC2)cc1	0	5	19	6	-5	2	0	0	-2
Cc1ccc(NC(=O)c2oc3c(c2C)C(=O)CC(C)(C)C3)cc1	0	7	11	-3	-4	-36	-2	1	-2
NC(=O)CNC(=O)[C@@H]1CC2(CC(c3ccccc3)=NO2)CN1C(=O)c1ccc(Br)cc1 (stereo partly drawn)	-2	-4	9	-5	-6	-5	3	6	-3
Cc1ccc(N=Cc2c(O)ccc3ccccc23)cc1F	2	-16	-59	-18	-13	27	-51	-16	17
Cc1nnc(SCc2ccc([N+](=O)[O-])cc2)[nH]c1=O	-3	-5	8	-10	-17	-17	1	5	-1
Cc1cc(C)c2nc(N(CCCN(C)C)C(=O)c3ccc4c(c3)OCCO4)sc2c1	-7	-12	3	15	-14	7	2	5	2
